ADAM17 inh: inhibits human ADAM17. P78536. recombinant ADAM17, EDANS/DABCYL FRET peptide cleavage. inhibition, % at 6.95 µM. 0.83% of 370,000 active. AID 720648;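 active means inhibition above the mean of compounds lying between control limits plus 3 SD, set per campaign, cut at about 8.5% in these data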;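 further: 0% = DMSO-only wells as the low control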
ARFGAP1 inh: inhibitors of rat ARFGAP1 | 0.26% of 360,000 active | AID 651572 | Q62848 | inhibition, % at 16.5 µM | Arfgap1-stimulated ARF1 GTP hydrolysis, GDP FP detection;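 active means inhibition above a per-plate limit, mean inhibition of low control wells plus 3 SD, cut at about 25% in these data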;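 further: 0% = DMSO wells with enzyme and 100% = wells lacking Arfgap1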
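Assay system: Rat Arfgap1 GAP domain (His6, aa 1-136), purified enzyme | Buffer or medium: HEPES 25 mM pH 7.5, NaCl 150 mM, MgCl2, DTT | Schedule: GTP hydrolysis reaction 2 h at 25 °C | Signal: FP of antibody-bound GDP Alexa 633 tracer, ex 620/em 688 nm | Measure: Percent inhibition of Arfgap1-stimulated GTP hydrolysis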
ASAP1 inh: inhibitors of human ASAP1 ArfGAP activity. inhibition, % at 16.5 µM. 0.19% of 360,000 active. Q9ULH1. ASAP1-stimulated ARF1 GTP hydrolysis, GDP FP detection. AID 624377; in the data active means inhibition above about 25%;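 further: 0% = vehicle with enzyme and substrate and 100% = no enzyme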
TDP2 inh: TDP2 (human) inhibition, absorbance primary screen; O95551; recombinant TDP2, T5PNP hydrolysis, p-nitrophenol absorbance 415 nm; inhibition, % at 12.8 µM; 0.34% of 370,000 active;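 active means inhibition above the mean of all tested compounds plus 3 SD, set per campaign, cut at about 25% in these data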;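 further: 0% = DMSO with enzyme and 100% = buffer with substrate but no TDP2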
Target sequence (O95551 whole entry, looked up): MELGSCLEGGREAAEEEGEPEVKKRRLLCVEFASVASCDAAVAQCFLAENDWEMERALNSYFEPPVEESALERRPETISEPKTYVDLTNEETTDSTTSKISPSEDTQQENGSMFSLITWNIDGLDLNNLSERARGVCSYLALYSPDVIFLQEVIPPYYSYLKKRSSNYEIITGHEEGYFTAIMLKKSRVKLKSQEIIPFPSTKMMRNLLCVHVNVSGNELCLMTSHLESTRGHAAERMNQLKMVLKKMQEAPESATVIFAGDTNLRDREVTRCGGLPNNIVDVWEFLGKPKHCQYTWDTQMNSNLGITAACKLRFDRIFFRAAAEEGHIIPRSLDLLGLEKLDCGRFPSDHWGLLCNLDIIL
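Assay system: recombinant human TDP2 / Reagent: T5PNP substrate at 5 mM, a TopII-DNA adduct mimic / Measured by: epi absorbance from released p-nitrophenol / Evaluation: % inhibition relative to enzyme-containing and enzyme-free wells / Control set: enzyme-free and DMSO wells / Replicates: each compound tested once, singlicate / Schedule: enzyme reaction with compound for 2 h at 37 °C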
proKLK7 act: proKLK7 (human) activation, primary screen; P49862; purified proKLK7, EDANS-DABCYL substrate fluorescence; 100% is mature enzyme control, 0% vehicle; activation, % at 7 µM; 0.9% of 370,000 active; AID 652039;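 active means activation above the mean of all tested compounds plus 3 SD, computed per campaign excluding outliers beyond control limits, cut at about 13% in these data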
Target sequence (P49862 whole entry, looked up): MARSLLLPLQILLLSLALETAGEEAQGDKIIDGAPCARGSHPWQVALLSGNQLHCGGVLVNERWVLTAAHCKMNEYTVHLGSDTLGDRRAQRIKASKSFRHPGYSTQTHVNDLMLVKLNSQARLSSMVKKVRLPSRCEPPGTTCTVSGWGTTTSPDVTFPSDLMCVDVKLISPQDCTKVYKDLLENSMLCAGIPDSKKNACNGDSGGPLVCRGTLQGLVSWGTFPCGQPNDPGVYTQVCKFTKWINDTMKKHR
PLC-gamma1 inh: inhibitors of human phospholipase C gamma1; P19174; AID 720700; 0.84% of 370,000 active; purified PLC-gamma1, fluorogenic substrate, fluorescence; inhibition, % at 12.2 µM; in the data active means inhibition above about 9.5%
Tn7 DDE FP: disrupts Tn7 cyclic peptide binding to fibrin D-Dimer-E complex; P02675; FP displacement of FITC-Tn7 peptide from fibrin DD(E); 0% = median of compound wells per plate; inhibition, % at 8.3 µM; 0.13% of 370,000 active; AID 720508;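 active means inhibition above the mean of compounds falling within the control limits plus 3 SD of them, cut at about 14% in these data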;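 further: 0% = plate median of compound wells and 100% = 10 µM Aha-Tn7 peptide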
Target sequence (P02675 whole entry, looked up): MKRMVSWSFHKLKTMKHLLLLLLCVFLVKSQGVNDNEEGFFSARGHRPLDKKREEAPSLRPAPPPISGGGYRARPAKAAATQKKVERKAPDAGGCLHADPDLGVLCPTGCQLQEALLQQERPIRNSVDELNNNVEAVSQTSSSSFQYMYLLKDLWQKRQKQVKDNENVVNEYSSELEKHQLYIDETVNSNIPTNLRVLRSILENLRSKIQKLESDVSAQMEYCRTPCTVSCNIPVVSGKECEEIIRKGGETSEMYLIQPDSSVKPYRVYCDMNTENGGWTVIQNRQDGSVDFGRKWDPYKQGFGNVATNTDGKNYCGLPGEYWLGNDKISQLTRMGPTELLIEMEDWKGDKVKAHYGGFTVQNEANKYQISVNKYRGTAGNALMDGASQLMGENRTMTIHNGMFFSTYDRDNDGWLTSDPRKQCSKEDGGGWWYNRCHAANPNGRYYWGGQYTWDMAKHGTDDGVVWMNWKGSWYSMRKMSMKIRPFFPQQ
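Also added: labelled Tn7 tracer, 0.1 µM; Assay system: human fibrin DD(E) protein; Amount: 2 µM fibrin DD(E); Schedule: 10 min compound pre-incubation, 3 h probe incubation at room temperature; Repeats: one replicate per compound; Read-out basis: percent inhibition; Measured by: fluorescence polarization of the labelled Tn7 tracer.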
LEDGF integ inh: blocks HIV-1 LEDGF/p75-dependent DNA integration; TR-FRET IN-LEDGF/p75 DNA integration, Eu/Cy5; inhibition, % at 3.7 µM; 0.64% of 370,000 active; AID 743269;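 active means inhibition above the screen-wide mean plus 3 SD, cut at about 13% in these data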;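 further: signal is the Cy5 over europium emission ratio at 671 and 618 nm; 0% = plate median of compound wells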
ADAM10 inh: ADAM10 inhibition, QFRET primary screen | recombinant ADAM10, EDANS/DABCYL FRET peptide cleavage, 3 h | AID 720582 | inhibition, % at 7 µM | 0.62% of 370,000 active;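 active means inhibition above a per-campaign cutoff equal to the mean of compounds falling between control-based bounds plus 3 SD, cut at about 20% in these data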;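 further: 0% = DMSO wells while the 100% control is not disclosed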
DDE Tn6 FP inh: disrupts Tn6 cyclic peptide binding to fibrin D-Dimer-E complex | Fibrin DD(E) TRITC-Tn6 fluorescence polarization displacement | P02675 | 0.21% of 370,000 active | inhibition, % at 8.3 µM;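 active means inhibition above a per-campaign cutoff: mean of compounds within control limits plus 3 SD, cut at about 15% in these data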;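 further: 0% = median of all compound wells on the plate and 100% = blocking peptide control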
An asterisk follows results filed as active.

How did COc1ccc(OC)c(C2C(C(=O)c3ccco3)=C(O)C(=O)N2CCN2CCOCC2)c1 (configuration not stated) do in these assays?
ADAM17 inh: -8.1; ARFGAP1 inh: 7.7; ASAP1 inh: 0.8; TDP2 inh: -4.6; proKLK7 act: -0.7; PLC-gamma1 inh: -9.3; Tn7 DDE FP: 7.5; LEDGF integ inh: -1.1; ADAM10 inh: -8.8; DDE Tn6 FP inh: -2.8

What do the screens show for `Cn1c(SCC(=O)NC2CCCCC2)nnc1-c1ccncc1`?
ADAM17 inh: -2.7; ARFGAP1 inh: -15.0; ASAP1 inh: -15.1; TDP2 inh: 4.8; proKLK7 act: -0.2; PLC-gamma1 inh: -0.1; Tn7 DDE FP: 0.8; LEDGF integ inh: -2.5; ADAM10 inh: 0.3; DDE Tn6 FP inh: -6.8

Results for CCc1ccccc1OCC(=O)Nc1cccc(S(=O)(=O)NC2=NCCC2)c1 ?
ADAM17 inh: -2.4; ARFGAP1 inh: 0.4; ASAP1 inh: 6.0; TDP2 inh: 4.1; proKLK7 act: 0.6; PLC-gamma1 inh: 4.1; Tn7 DDE FP: 0.9; LEDGF integ inh: -0.1; ADAM10 inh: -1.4; DDE Tn6 FP inh: 1.1

Results for CCOC(=O)NN1C(=O)c2ccccc2NC1c1cccs1 (configuration not stated) ?
ADAM17 inh: -203.1; ARFGAP1 inh: -9.5; ASAP1 inh: -9.8; TDP2 inh: 11.1; proKLK7 act: 13.9*; PLC-gamma1 inh: -288.5; Tn7 DDE FP: 4.1; LEDGF integ inh: -0.9; ADAM10 inh: inactive; DDE Tn6 FP inh: -2.8

What do the screens show for `COc1ccccc1NC(=O)c1ccc(NC(=O)COC(=O)c2ccc(O)cc2)cc1`?
ADAM17 inh: -5.7; ARFGAP1 inh: 0.4; ASAP1 inh: 0.2; TDP2 inh: 7.5; proKLK7 act: 1.9; PLC-gamma1 inh: -8.7; Tn7 DDE FP: 0.1; LEDGF integ inh: 0.3; ADAM10 inh: 1.8; DDE Tn6 FP inh: 3.1

Results for Cc1ccc(N(CCCCN2C(=O)c3ccccc3C2=O)C(=O)c2cccs2)cc1 ?
ADAM17 inh: 6.1; ARFGAP1 inh: -10.5; ASAP1 inh: -12.2; TDP2 inh: -5.0; proKLK7 act: 0.5; PLC-gamma1 inh: -0.5; Tn7 DDE FP: 5.3; LEDGF integ inh: -2.2; ADAM10 inh: 7.9; DDE Tn6 FP inh: 3.4

What do the screens show for `Cn1cc(CN2CCCC(CNC(=O)c3ccc4c(c3)OCO4)C2)c2ccccc21` (configuration not stated)?
ADAM17 inh: 1.4; ARFGAP1 inh: -2.6; ASAP1 inh: -1.2; TDP2 inh: -6.3; proKLK7 act: 0.1; PLC-gamma1 inh: -0.9; Tn7 DDE FP: 8.4; LEDGF integ inh: -6.1; ADAM10 inh: 6.7; DDE Tn6 FP inh: -0.7

How did O=C(c1ccccc1)c1ccc(Oc2ncccn2)cc1 do in these assays?
ADAM17 inh: 0.0; ARFGAP1 inh: -1.0; ASAP1 inh: 15.4; TDP2 inh: 0.9; proKLK7 act: -0.1; PLC-gamma1 inh: -2.4; Tn7 DDE FP: -5.6; LEDGF integ inh: 0.2; ADAM10 inh: -2.5; DDE Tn6 FP inh: -12.2

What do the screens show for `O=C(Nc1ccncc1)Nc1cc(Cl)ccc1Cl`?
ADAM17 inh: 1.6; ARFGAP1 inh: -3.9; ASAP1 inh: 13.6; TDP2 inh: -8.9; proKLK7 act: 0.1; PLC-gamma1 inh: 5.0; Tn7 DDE FP: -2.4; LEDGF integ inh: 1.5; ADAM10 inh: -5.8; DDE Tn6 FP inh: -2.6

What do the screens show for `CCN(CCn1cccn1)C(=O)c1cc(COc2cccc3cccnc23)on1`?
ADAM17 inh: -6.5; ARFGAP1 inh: -6.7; ASAP1 inh: 1.9; TDP2 inh: 10.3; proKLK7 act: 1.3; PLC-gamma1 inh: -21.5; Tn7 DDE FP: -4.1; LEDGF integ inh: 5.3; ADAM10 inh: -19.2; DDE Tn6 FP inh: 4.2

What do the screens show for `O=[N+]([O-])c1cc(C(F)(F)F)ccc1N1CCC(O)CC1`?
ADAM17 inh: 2.4; ARFGAP1 inh: 14.0; ASAP1 inh: 4.1; TDP2 inh: -7.3; proKLK7 act: 0.2; PLC-gamma1 inh: -1.0; Tn7 DDE FP: -0.2; LEDGF integ inh: -3.4; ADAM10 inh: -1.8; DDE Tn6 FP inh: 0.9

What do the screens show for `COc1ccccc1NC(=O)CN1CCN(CC(=O)Nc2ccc(F)cc2)CC1`?
ADAM17 inh: -1.1; ARFGAP1 inh: 1.9; ASAP1 inh: 4.8; TDP2 inh: -4.4; proKLK7 act: 0.5; PLC-gamma1 inh: 0.2; Tn7 DDE FP: -3.6; LEDGF integ inh: -1.0; ADAM10 inh: 0.3; DDE Tn6 FP inh: -0.7

What do the screens show for `Cc1onc(-c2ccccc2Cl)c1C(=O)Nc1cnn(Cc2ccccc2)c1`?
ADAM17 inh: 1.6; ARFGAP1 inh: 12.5; ASAP1 inh: 5.1; TDP2 inh: -4.3; proKLK7 act: -0.5; PLC-gamma1 inh: 4.2; Tn7 DDE FP: -9.0; LEDGF integ inh: 0.8; ADAM10 inh: -2.9; DDE Tn6 FP inh: 11.0

Results for Cc1nnsc1NC(=O)OCC(C)C ?
ADAM17 inh: -2.7; ARFGAP1 inh: 3.5; ASAP1 inh: -7.8; TDP2 inh: -2.2; proKLK7 act: 0.2; PLC-gamma1 inh: 6.3; Tn7 DDE FP: 4.1; LEDGF integ inh: 0.4; ADAM10 inh: -6.7; DDE Tn6 FP inh: 0.2

How did O=C(NCCC1=CCCCC1)C(=O)NCC(c1ccco1)N1CCN(c2ccccc2)CC1 (configuration not stated) do in these assays?
ADAM17 inh: 1.9; ARFGAP1 inh: 5.0; ASAP1 inh: 11.8; TDP2 inh: -3.9; proKLK7 act: -0.6; PLC-gamma1 inh: 12.8*; Tn7 DDE FP: -0.8; LEDGF integ inh: 1.0; ADAM10 inh: 5.1; DDE Tn6 FP inh: -0.5

How did COc1cc2c(cc1OC)[C@@H](NC(=O)CCC1CCCCC1)[C@H](O)C2 do in these assays?
ADAM17 inh: -1.8; ARFGAP1 inh: 1.1; ASAP1 inh: 9.3; TDP2 inh: 5.8; proKLK7 act: -0.4; PLC-gamma1 inh: 3.1; Tn7 DDE FP: -3.8; LEDGF integ inh: -1.0; ADAM10 inh: -14.3; DDE Tn6 FP inh: -0.1

How did Cc1ccc(/C(O)=C/c2nc3ccccc3oc2=O)cc1 do in these assays?
ADAM17 inh: -1.9; ARFGAP1 inh: -1.2; ASAP1 inh: 4.3; TDP2 inh: 18.2; proKLK7 act: 0.4; PLC-gamma1 inh: -7.9; Tn7 DDE FP: -4.6; LEDGF integ inh: 5.4; ADAM10 inh: 1.4; DDE Tn6 FP inh: -7.6

How did N#C/C(=C(\O)c1cc(Cl)sc1Cl)c1nc2ccccc2[nH]1 do in these assays?
ADAM17 inh: 1.5; ARFGAP1 inh: 11.1; ASAP1 inh: -8.8; TDP2 inh: -20.9; proKLK7 act: -0.5; PLC-gamma1 inh: 4.7; Tn7 DDE FP: -6.2; LEDGF integ inh: -3.2; ADAM10 inh: 7.1; DDE Tn6 FP inh: 6.2

How did CCCCn1c(N)c(N(CC(C)C)C(=O)CN2C(=O)NC3(CC(C)CC(C)(C)C3)C2=O)c(=O)[nH]c1=O (configuration not stated) do in these assays?
ADAM17 inh: -0.3; ARFGAP1 inh: 8.8; ASAP1 inh: -12.0; TDP2 inh: -17.9; proKLK7 act: 0.0; PLC-gamma1 inh: 1.6; Tn7 DDE FP: -4.9; LEDGF integ inh: -0.9; ADAM10 inh: -6.3; DDE Tn6 FP inh: -5.0

How did CCc1cc(=O)oc2cc(OC(C)C(=O)NCC(O)c3ccccc3)c(Cl)cc12 (configuration not stated) do in these assays?
ADAM17 inh: -34.8; ARFGAP1 inh: 9.2; ASAP1 inh: 3.7; TDP2 inh: -3.5; proKLK7 act: 1.1; PLC-gamma1 inh: -5.9; Tn7 DDE FP: -4.9; LEDGF integ inh: -2.2; ADAM10 inh: -93.2; DDE Tn6 FP inh: 0.3

Random excerpt: 2 compounds from above
What do the screens show for `O=[N+]([O-])c1cc(C(F)(F)F)ccc1N1CCC(O)CC1`?
ADAM17 inh: 2.4; ARFGAP1 inh: 14.0; ASAP1 inh: 4.1; TDP2 inh: -7.3; proKLK7 act: 0.2; PLC-gamma1 inh: -1.0; Tn7 DDE FP: -0.2; LEDGF integ inh: -3.4; ADAM10 inh: -1.8; DDE Tn6 FP inh: 0.9

What do the screens show for `COc1ccccc1NC(=O)c1ccc(NC(=O)COC(=O)c2ccc(O)cc2)cc1`?
ADAM17 inh: -5.7; ARFGAP1 inh: 0.4; ASAP1 inh: 0.2; TDP2 inh: 7.5; proKLK7 act: 1.9; PLC-gamma1 inh: -8.7; Tn7 DDE FP: 0.1; LEDGF integ inh: 0.3; ADAM10 inh: 1.8; DDE Tn6 FP inh: 3.1

More records follow:
How did Nc1nonc1-n1nnc(C(=O)N/N=C/c2ccccc2F)c1CN1CCc2ccccc21 do in these assays?
ADAM17 inh: 0.2; ARFGAP1 inh: 4.9; ASAP1 inh: -2.9; TDP2 inh: -5.1; proKLK7 act: -0.4; PLC-gamma1 inh: -2.1; Tn7 DDE FP: 1.6; LEDGF integ inh: -2.8; ADAM10 inh: -3.2; DDE Tn6 FP inh: -7.6

What do the screens show for `Cc1cc(C)cc(-n2c(SC(C)C(=O)NCc3ccc4c(c3)OCO4)nc3ccccc3c2=O)c1` (configuration not stated)?
ADAM17 inh: 10.6*; ARFGAP1 inh: 4.2; ASAP1 inh: 12.4; TDP2 inh: -13.3; proKLK7 act: 0.3; PLC-gamma1 inh: 6.5; Tn7 DDE FP: -2.3; LEDGF integ inh: 3.1; ADAM10 inh: 22.7*; DDE Tn6 FP inh: 6.7

What do the screens show for `CCN(CC)CCn1c(N)nc2ccccc21`?
ADAM17 inh: -4.2; ARFGAP1 inh: -3.4; ASAP1 inh: 10.9; TDP2 inh: 16.5; proKLK7 act: 0.5; PLC-gamma1 inh: 1.3; Tn7 DDE FP: 4.5; LEDGF integ inh: 0.1; ADAM10 inh: 1.4; DDE Tn6 FP inh: 11.0

What do the screens show for `CCNC(=O)C(C)NC(=O)C1=NN(c2ccccc2)C(=O)CC1` (configuration not stated)?
ADAM17 inh: 0.5; ARFGAP1 inh: -15.8; ASAP1 inh: -0.7; TDP2 inh: 14.8; proKLK7 act: -0.5; PLC-gamma1 inh: 2.2; Tn7 DDE FP: 5.8; LEDGF integ inh: 1.3; ADAM10 inh: -1.0; DDE Tn6 FP inh: 3.3

Source: PubChem (The Scripps Research Institute Molecular Screening Center)
